# From PubChem BioAssay
# Shiga inhibitor = blocks Shiga toxin action in Vero cells; Vero cells, Shiga toxin protein synthesis inhibition reporter; inhibition, % at 38.7 µM; actives 9.2% (n = 290,000); AID 2315; in the data active = inhibition mostly above about 28%, no sharp cut-off; inactive = mostly below about 43%; also: 0% is about no effect
# LmPK inh = inhibitors of Leishmania mexicana pyruvate kinase. actives 0.37% (n = 290,000). purified LmPK, Kinase-Glo ATP luminescence, 1 h. Potency, µM (titrated, usually from 57.5 µM), for the others: top-dose activity change, negative = inhibition, usual class: inhibitors. AID 1721; also: potency is read from the fitted curve at half-maximal effect; % is scaled to controls: 0 for no effect and ±100 for the full control effect
# Target sequence (Q27686 whole entry, looked up): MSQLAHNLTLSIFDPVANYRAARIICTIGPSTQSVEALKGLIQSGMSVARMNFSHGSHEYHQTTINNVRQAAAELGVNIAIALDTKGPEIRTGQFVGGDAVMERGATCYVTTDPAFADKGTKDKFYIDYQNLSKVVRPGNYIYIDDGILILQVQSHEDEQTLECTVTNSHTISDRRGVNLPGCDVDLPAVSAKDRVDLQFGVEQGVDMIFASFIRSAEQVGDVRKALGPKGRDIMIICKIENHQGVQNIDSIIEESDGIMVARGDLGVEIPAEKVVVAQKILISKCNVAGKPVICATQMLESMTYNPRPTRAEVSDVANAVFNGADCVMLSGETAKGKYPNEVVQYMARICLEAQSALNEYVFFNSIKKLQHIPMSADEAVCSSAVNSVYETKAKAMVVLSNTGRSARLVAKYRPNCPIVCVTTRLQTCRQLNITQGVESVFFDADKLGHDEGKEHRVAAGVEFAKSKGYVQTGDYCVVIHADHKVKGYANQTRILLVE
#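 In 50 mM imidazole pH 7.2 with 7 mM MgCl2, LmPK (0.1 nM) turned over PEP (0.5 mM) and ADP (0.1 mM) for 1 h at room temperature. Luciferase read-out of ATP.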
# Pf growth 96h = P. falciparum growth inhibition at 96 hour, primary screen for plastid delayed-death inhibitors; P. falciparum luciferase reporter growth, 96 h; Potency, µM (highest dose often 28.7 µM), without a hit: top-dose activity change, negative = inhibition, actives largely listed as inhibitors; actives 6.9% (n = 320,000); also: potency is read from the fitted curve at half-maximal effect; % is scaled to controls: 0 for no effect and ±100 for the full control effect
#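 Readout is luminescence from an integrated firefly luciferase in P. falciparum. Red cells, 2% hematocrit and 0.05% parasitemia final, were cultured with compound through two parasite generations (96 hours) at 37 C, 5% CO2.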
# CHX counter = affects cycloheximide protein synthesis inhibition readout, counter-screen | cell reporter, cycloheximide protein synthesis inhibition counterscreen | max response, % | actives 12% (n = 300,000); in the data active = max response mostly above about 13%, no sharp cut-off; inactive = mostly below about 14%; also: read at 38.3 µM for the half of the compounds with a filed dose; 0% is about no effect
# Pf growth 48h = inhibits P. falciparum growth in the first generation, 48 h; P. falciparum luciferase growth in erythrocytes, 48 h; Potency, µM (doses to about 28.7 µM), inactives show top-dose activity change, negative = inhibition, usual class: inhibitors; actives 5.9% (n = 310,000); AID 504832; also: potency is read from the fitted curve at half-maximal effect; % is scaled to controls: 0 for no effect and ±100 for the full control effect
#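 Firefly luciferase activity from engineered P. falciparum reports growth; inhibitors lower the luminescent signal. Cultures contained 2% hematocrit erythrocytes at 0.1% final parasitemia.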
# TbPYK inhibitor = blocks Trypanosoma brucei pyruvate kinase. TbPYK enzyme, Kinase-Glo Plus ATP luminescence, 45 min. Potency, µM (doses to about 76.8 µM), inactives show at the highest dose activity, negative = inhibition, most hits filed as inhibitors. actives 0.12% (n = 410,000). AID 624173; also: potency is read from the fitted curve at half-maximal effect; % is scaled to controls: 0 for no effect and ±100 for the full control effect; nearly all actives have a fitted effect of over 50% in size
#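 Assay buffer: 50 mM TEA pH 7.2, 100 mM KCl, 10 mM MgCl2, 0.05% BSA, 0.01% Tween-20. Pyruvate kinase from T. brucei plus substrate met compound, then ADP (130 uM final). Luminescence was read post 45 min RT.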
# HCV inh = HCV inhibition. Huh7.5.1 HCVcc-Cre infection, luciferase reporter, 44 h. Potency, µM (highest dose often 41.8 µM), for inactives: at the top dose activity change, negative = inhibition, usual class: inhibitors. actives 3.4% (n = 340,000); also: potency is read from the fitted curve at half-maximal effect; % is scaled to controls: 0 for no effect and ±100 for the full control effect
#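 After 44 h co-culture of compound, cells and HCVcc-Cre (~0.5 moi), substrate is added for 15 min at room temperature and luciferase measured over 15 sec. Cells were seeded at 1,000/well and pre-cultured 4 h.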
# Numbers without * were called inactive; ? = inconclusive; nt = no result given; & = joins results of further samples; [ ] = dose if it differs, or a comment. Unless noted, calls follow the shape of the dose curve; as a rule, active = well fitted curve in the direction sought with a large enough effect; inconclusive = small, poorly fitted or top-dose-only effect, or another doubt; inactive = no such curve, though single readings can be large; an effect the other way counts as inactive or inconclusive.
smiles,Shiga inhibitor,LmPK inh,TbPYK inhibitor,HCV inh,Pf growth 48h,Pf growth 96h,CHX counter
O=c1c2[nH]c3ccc(Cl)cc3c2ncn1Cc1ccccn1,16,0%,-7%,?,-3%,?,-3
Nc1nc(C2C(=O)CCCC2=O)cs1,-6,-3%,-7%,11%,-9%,-48%,-4
Cc1ccc(-n2nnnc2SCC(=O)c2ccc3c(c2)NC(=O)CO3)c(C)c1,-7,2%,-14%,?,3%,nt,-3
Cc1ccc(S(=O)(=O)N(Cc2n[nH]c(=S)n2-c2ccccc2)c2cccc(Cl)c2)cc1,16,-20%,?,24%,?,-19%,-2
O=C(c1ccco1)N1CCN(C(=S)NC2CC3CCC2C3)CC1 (stereo unspecified),3,3%,-6%,0%,-11%,11%,-1
CC(=O)c1ccc(-c2nc3ccccc3n2C)o1,57*,16µM*,-24%,-13%,99%[activator],122%[activator],36*
O=c1[nH]c(=O)n(-c2cccc(Cl)c2)c(O)c1C=NCCCN1CCOCC1,-8,2%,7%,1%,-3%,-10%,-1
C/C(=N\NC(=O)C1CCCC1)c1ccc(Cl)cc1Cl,-5,2%,-1%,-6%,10%,-21%,-2
O=C(Nc1nc2ccccc2n1CCN1CCOCC1)c1cn(-c2ccccc2)nc1-c1ccccc1,-12,3%,-1%,10µM*,10µM*,?,7
Cc1c(C(=O)c2ccc(N(C)C)cc2)c2ccccn2c1CCC#N,8,1%,1%,?,-12%,-21%,1
COc1ccc(N2C(=O)CN=C2Nc2cccc(C)c2C)cc1OC,2,-4%,2%,9%,29%,26%,2
CC(=O)Nc1ccc(NC(=O)CN(C)S(=O)(=O)c2ccc3nc(C)sc3c2)cc1,-8,-10%,1%,20%,-1%,1%,6
CCN(CC)C(=O)CSc1nnc(-c2ccc(F)cc2)n1N,10,4%,0%,2%,-9%,-24%,29
CCOC(=O)C1CCN(Cc2ccc(F)cc2F)CC1,-20,3%,20%,10%,nt,30%,-4
COc1ccc(-c2noc(CSc3nc(-c4ccccc4)cc(=O)[nH]3)n2)cc1,12,10%,0%,10%,nt,18%,0
Cc1nc2ccccc2n1/N=C/c1cccnc1,-10,-1%,1%,-8%,nt,-36%,7
CC1(c2ccco2)NC(=O)NC1=O (stereo unspecified),14,6%,-24%,2%,18%,17%,-5
CC(C)N1CCc2c(sc(NC(=O)c3ccc(S(=O)(=O)N(C)CC4CCCO4)cc3)c2C(N)=O)C1 (stereo unspecified),-9,-2%,-1%,?,?,?,-1
CC(=O)Nc1ccc(OCC(=O)N2CCC(Cc3ccccc3)CC2)cc1,38,17%,1%,-29%,-25%,-27%,-4
CCOC(=O)c1cnc2c(C(=O)OC)cccc2c1NCc1cccnc1,41,6%,0%,-13%,-10%,26%,10
CN(C)c1ccc(/C=N/NC(=O)CNC(=O)c2ccncc2)cc1,-7,2%,-12%,14%,22%,17%,-2
O=C1CCCc2c1nc(-c1ccc(F)cc1)n2O,4,-3%,4%,7%,12%,0%,-2
Cc1c(Cl)cn2c(=O)cc(CN(C)Cc3nc4ccccc4c(=O)[nH]3)nc2c1Cl,5,3%,nt,nt,-24%,0%,26
O=C(c1ccccc1)N1CCN(C(=O)c2ccccc2)C1c1ccccc1,-41,2%,2%,10%,nt,-27%,-5

# Copied from the results shown, three compounds:
smiles,Shiga inhibitor,LmPK inh,TbPYK inhibitor,HCV inh,Pf growth 48h,Pf growth 96h,CHX counter
CCN(CC)C(=O)CSc1nnc(-c2ccc(F)cc2)n1N,10,4%,0%,2%,-9%,-24%,29
CCOC(=O)C1CCN(Cc2ccc(F)cc2F)CC1,-20,3%,20%,10%,nt,30%,-4
COc1ccc(-c2noc(CSc3nc(-c4ccccc4)cc(=O)[nH]3)n2)cc1,12,10%,0%,10%,nt,18%,0

# Other records
smiles,Shiga inhibitor,LmPK inh,TbPYK inhibitor,HCV inh,Pf growth 48h,Pf growth 96h,CHX counter
CCOC(=O)CC(=O)Nc1ccsc1C(N)=O,-2,1%,2%,1%,37%[activator],41%[activator],-2
CCOC(=O)C1=C(C)Nc2nnnn2C1c1c[nH]c2ccccc12 (stereo unspecified),-13,1%,nt,nt,nt,93%[activator],-3
O=C(c1cccs1)N1CCN(c2nnc(-c3ccccc3)c3ccccc23)CC1,-13,8%,1%,?,?,?,-3
O=C(NCCNC(=O)c1cccnc1)c1ccc(Br)cc1,11,-7%,0%,3%,-27%,44%[activator],-2
CSCCC(NC(=O)c1ccccc1Br)C(=O)N1CCCCCCC1 (stereo unspecified),nt,nt,1%,4%,?,12%,nt
N#CCSc1n[nH]c2nc3c(c(=O)n12)C1(CCCC1)Cc1ccccc1-3,24,1%,4%,13%,1%,12%,-2
O=C1CN(C(=O)c2ccccc2Cl)c2ccccc2N1,nt,1%,3%,-3%,2%,-2%,-3
C/C(=N\NC(N)=O)c1cc(Cl)cc(Cl)c1O,22,3%,10%,-26%,-12%,9%,-2
COc1ccc(-c2nc(C#N)c(NCCCN(C)C)o2)cc1OC,0,5%,13%,?,-8%,-4%,10
CC12CC3(C)CC(C)(C1)CC(C(=O)NCC(=O)O)(C2)C3,15,-2%,0%,12%,-5%,18%,-1
CSCCC(=O)N1CCC(n2nccc2NC(=O)CCc2ccccc2)CC1,18,-8%,-4%,11%,15%,23%,11
Cc1ccc2c(c1)-n1c(nc3cc(F)ccc3c1=O)C(Cc1ccccc1)NC2=O (stereo unspecified),nt,nt,nt,20%,-4%,?,nt
Cc1cccc(C)c1-n1c(C)cc(/C=N/NC(=O)c2ccncc2)c1C,-11,5%,15%,15%,?,?,2
Cc1ccc(C(=O)Oc2ccccc2C(=O)N2CCOCC2)cc1,14,0%,-10%,5%,-8%,?,-2
C/C(=C1/SC(N2CCCC2)=NC1=O)c1ccc(Br)cc1,-14,5%,6%,?,?,0%,-3
O=C(/C=C\c1ccc(-c2ccccc2)o1)c1ccccc1,110*,-15%,-16%,15%,115%[activator],-8%,42*
O=C(COC(=O)Cc1ccc(Br)cc1)NC1CC1,nt,nt,5%,-2%,-17%,-28%,nt
COc1cc(C(C[N+](=O)[O-])c2c(C)[nH]c3ccccc23)cc(OC)c1OC (stereo unspecified),6,2%,-7%,?,13µM*,12%,1
COc1cc(/C=C\C(=O)O)cc(S(=O)(=O)N2CCCCCC2)c1OC,-4,0%,9%,11%,-10%,?,1
O=C1[C@@H]2[C@H](C(=O)N1n1cnnc1)[C@H]1C=C[C@@H]2C1,-18,1%,-5%,5%,20%,4%,-2
Cc1cc(C)nc(NS(=O)(=O)c2ccc(NC(=S)NC(=O)C(C)(C)C)cc2)n1,-8,3%,4%,-4%,nt,0%,-2
Cc1cccc(NC(=O)c2nc[nH]c2C(=O)Nc2cccc(C)c2)c1,-11,4%,1%,1%,-22%,88%[activator],0
CCN1C(=O)[C@@H]2[C@@H](c3ccc(-c4ccc(Cl)c(Cl)c4)c(OC)c3)N3CCCC[C@@]3(C(=O)OC)[C@@H]2C1=O,nt,nt,-3%,?,2.6µM*,?,nt
COc1ccc(OC)c(CC(=O)O)c1,34,1%,-2%,12%,?,-20%,-1
COCCNC(=S)N1CCN(c2nc(-c3ccc(F)cc3)cs2)CC1,19,-3%,-8%,?,-17%,?,12*
CCCOC(=O)c1ccc(NC(=O)CCC(=O)OCC)cc1,79*,1%,4%,1%,7%,?,29*
COc1ccc(C2C(C(=O)OC(C)C)=C(C)N=c3s/c(=C\c4cccs4)c(=O)n32)cc1 (stereo unspecified),-1,0%,2%,7%,?,?,-3
O=C(Cc1cccs1)N1CCN(S(=O)(=O)c2cc(Cl)ccc2Cl)CC1,nt,nt,-9%,4%,?,5%,nt
CCOc1ccc(N=Cc2c(O)n(Cc3ccccc3)c(=S)[nH]c2=O)cc1,-3,-2%,3%,17%,33%[activator],32%[activator],-1
O=C(c1ccncc1)C12CN3CN(CN(C3)C1)C2,9,-7%,1%,9%,11%,?,-2
O=S(=O)(c1ccccc1)N1CCN=C1SCc1cccc(Cl)c1,-2,2%,0%,?,?,12µM*,-5
O=C(CNC(c1ccccc1)c1ccccc1)Nc1ccccc1F,26,-5%,8%,-12%,?,?,0
O=C1C(=O)N(c2ccccn2)C(c2cccc([N+](=O)[O-])c2)/C1=C(/O)c1ccc(Br)cc1 (stereo unspecified),nt,10%,-3%,7%,28%,?,-2
O=C(Nc1ccc(Cl)c(C(F)(F)F)c1)c1ccncc1,-13,-2%,-18%,-22%,-9%,-7%,-1
Cc1nn(-c2ccccc2)c(N)c1C1(O)C(=O)N(C(C)C)c2ccccc21 (stereo unspecified),-5,3%,0%,-5%,15%,-15%,-2
CN(C)C(CNC(=O)CCNS(=O)(=O)c1ccccc1C(F)(F)F)c1ccccc1 (stereo unspecified),nt,nt,2%,-6%,?,?,nt
Cc1c(N(C)CS(=O)(=O)O)c(=O)n(-c2ccccc2)n1C,nt,nt,-3%,32%[activator],-6%,19%,nt
Cc1c(C(=O)N2CCN(c3ccccc3)CC2)oc2c1C(=O)CC(C)(C)C2,-1,-9%,-4%,-9%,-7%,?,1
CCOC(=O)N1CCN(C(=O)CCn2c(=O)[nH]c3ccsc3c2=O)CC1,10,1%,-7%,9%,2%,?,-6
CN(C)CCCNC(=O)/C(=N\O)c1ccccc1,-15,-5%,-9%,10%,6%,nt,1
CCOc1ccc(-c2ccc(SCc3ccccn3)nn2)cc1,59*,2%,3%,-22%,34%[activator],-31%,40*
CCCc1cc(=O)n2[nH]c(-c3ccc(OC)cc3)nc2n1,13,4%,1%,16%,nt,58%,-1
O=C(c1ccco1)N1CCN(c2nc3ccsc3c(=O)s2)CC1,49*,2%,-6%,-25%,2%,-20%,31*
CC(=O)Nc1cc(-c2nc3ccccc3o2)ccc1Cl,47,10%,-1%,-14%,0%,-9%,11
COc1ccc(C(=O)/C(=C\N(C)C)n2nc(C)cc2C)cc1,-8,-2%,-1%,10%,12%,26%,-2
O=C1[C@H]2[C@@H](c3ccc(Cl)cc3)N3C(=O)N(c4cccc(F)c4)C(=O)[C@@]3(Cc3ccc(Cl)cc3)[C@H]2C(=O)N1C1CCCCC1,-8,0%,-1%,26%,?,?,-3
COc1ccc(F)cc1S(=O)(=O)N1CCCCC1,-11,3%,0%,11%,-14%,-26%,-4
CC1CCC2(CC1)NC(=O)N(CC(=O)Nc1nc(-c3ccc(F)cc3)cs1)C2=O (stereo unspecified),70,4%,-10%,15%&6%,8%,nt,14
O=[N+]([O-])c1ccc(N2CCOCC2)cc1NCc1ccccc1,57,2%,-1%,3%,?,-6%,3
COc1ccc(CCN2CC(C(=O)O)CC2=O)cc1 (stereo unspecified),-11,-5%,8%,15%,4%,0%,-2
Cc1cc(C)cc(SCc2noc(C(=O)NCc3ccccc3)c2C(=O)NCc2ccccc2)c1,-3,3%,0%,7%,0%,11%,1
